From PubChem BioAssay
PGE2 EP2 inh: EP2 receptor (human) inhibition | C6 glioma cells expressing human EP2, cAMP TR-FRET; cells stimulated with saturating PGE2 | actives 0.52% (n = 260,000) | inhibition, % at 25 µM | P43116;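 active = percent inhibition above 40 after rounding to a whole number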;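 note: rat C6 glioma host cells with rolipram phosphodiesterase inhibitor present; the protocol text gives 20 µM as final concentration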
Target sequence (P43116 whole entry, looked up): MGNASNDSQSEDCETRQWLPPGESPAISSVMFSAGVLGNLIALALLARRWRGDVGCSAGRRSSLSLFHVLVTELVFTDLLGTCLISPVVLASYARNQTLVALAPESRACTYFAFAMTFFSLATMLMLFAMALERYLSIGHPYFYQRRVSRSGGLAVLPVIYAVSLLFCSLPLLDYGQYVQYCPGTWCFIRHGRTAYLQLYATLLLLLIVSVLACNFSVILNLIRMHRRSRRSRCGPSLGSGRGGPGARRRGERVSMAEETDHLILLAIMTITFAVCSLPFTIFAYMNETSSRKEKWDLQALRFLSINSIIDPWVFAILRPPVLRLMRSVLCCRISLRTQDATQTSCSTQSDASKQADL
m-calpain inh: calpain II (pig) inhibition. inhibition, % at 16 µM. purified calpain II, fluorogenic peptide substrate, 30 min. AID 1236. actives 0.37% (n = 220,000);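 active = inhibition above about 50%, limit read from the data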
EP2 mod: modulates human prostaglandin E2 receptor EP2 signaling; P43116; EP2-expressing cells, cAMP HTRF FRET, PGE2 co-stimulation; induction, % at 25 µM; actives 0.83% (n = 260,000);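 active = compounds whose cAMP rise, as percent of the full-agonist control response, exceeds 60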;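 note: rat C6 glioma line stably carrying human EP2 under a CMV promoter; the protocol text gives 20 µM as final concentration; 100% = response of wells given 1 µM PGE2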
Rad51 HR inh: blocks human Rad51 in homologous recombination; Q06609; AID 1385; hRad51 DNA strand exchange, fluorescence dequenching; actives 0.085% (n = 200,000); inhibition, % at 10 µM;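 active = inhibition above 40% at the single screening dose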;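 note: 0% = DMSO control wells and 100% = blanks with heterologous ssDNA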
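Test system – preformed human Rad51 ssDNA filaments · Reagent – Donor/quencher-labelled 47-bp dsDNA substrate · Incubation – 37 °C 15-min filament assembly, 30-min compound preincubation, 15-min exchange · Signal – FRET fluorescence dequenching, excitation 485 nm, emission 520 nm · Read-out – percent inhibition from fluorescence, normalised to plate control and blank means · Benchmarks – plate control and blank wells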
eIF4E 4G PPI: blocks eIF4E binding to eIF4G | P63073+Q04637 | TR-FRET eIF4E-eIF4GI(517-606) binding, 2 h | inhibition, % at 21.7 µM | actives 0.37% (n = 220,000);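 active = inhibition above about 30%, limit read from the data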;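 note: 0% = full FRET control wells and 100% = background wells lacking eIF4GI fragment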
L929 necroptosis: blocks zVAD induced death of L929 cells; L929 zVAD necroptosis rescue, ATP luminescence, 24 h; with zVAD 60 µM; actives 0.38% (n = 220,000); AID 1377; viability rescue, % at 10 µM;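 active = activation, scaled between plate controls, above about 75%, limit read from the data; inactive = activation under that limit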;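 note: 0% = zVAD with DMSO and 100% = DMSO alone without zVAD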
Tb hexokinase: T. brucei hexokinase 1 inhibition; recombinant TbHK1, G6PDH-coupled NADH A340; actives 0.11% (n = 220,000); inhibition, % at 10 µM; AID 1430;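 active = inhibition of 50% or more in the single-dose primary screen; inactive = inhibition below 50%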
14-3-3 Bad PPI: disrupts binding of bovine 14-3-3 zeta to phospho-Bad peptide. P63103. TR-FRET 14-3-3zeta/Dy647-pBad peptide displacement, 1 h. inhibition, % at 21.7 µM. actives 0.71% (n = 220,000). AID 781;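 active = inhibition above about 70%, limit read from the data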;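 note: 0% = full 14-3-3 plus peptide FRET controls and 100% = background without 14-3-3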
Hck-Nef inh: inhibitors of human Hck kinase activated by Nef; inhibition, % at 20 µM; Recombinant Hck-YEEI plus Nef, Z-Lyte FRET kinase assay; actives 0.68% (n = 220,000); P08631;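 active = Hck-Nef kinase inhibition above about 50%, limit read from the data; inactive = inhibition below that limit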;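 note: 0% = DMSO with Hck plus Nef and 100% = Hck alone without Nef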
Target sequence (P08631 whole entry, looked up): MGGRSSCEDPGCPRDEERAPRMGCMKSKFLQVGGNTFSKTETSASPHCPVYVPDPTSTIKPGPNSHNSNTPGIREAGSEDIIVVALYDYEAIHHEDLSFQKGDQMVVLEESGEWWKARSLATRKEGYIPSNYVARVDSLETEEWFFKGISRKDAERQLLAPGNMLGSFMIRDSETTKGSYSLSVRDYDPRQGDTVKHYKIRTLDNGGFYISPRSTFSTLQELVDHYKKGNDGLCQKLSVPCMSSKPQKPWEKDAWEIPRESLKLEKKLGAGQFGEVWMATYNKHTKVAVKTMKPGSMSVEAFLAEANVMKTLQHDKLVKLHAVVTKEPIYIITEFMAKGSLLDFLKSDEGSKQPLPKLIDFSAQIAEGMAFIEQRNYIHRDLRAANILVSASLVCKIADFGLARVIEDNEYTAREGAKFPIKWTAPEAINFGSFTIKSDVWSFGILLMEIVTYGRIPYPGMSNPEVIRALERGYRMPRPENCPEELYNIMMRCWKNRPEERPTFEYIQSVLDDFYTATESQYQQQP
The depositor's hits bear a star; i = inactive; · = not tested or not shown; & = joins results of further samples; [ ] = dose if it differs, or a comment. A portion of the library, so the mix of outcomes need not match the whole.

SMILES	PGE2 EP2 inh	m-calpain inh	EP2 mod	Rad51 HR inh	eIF4E 4G PPI	L929 necroptosis	Tb hexokinase	14-3-3 Bad PPI	Hck-Nef inh
Cc1ccc(N2C(=O)SC(Cc3ccccc3)C2=O)cc1 (stereo not given)	4	3	45	·	-1	0.2	-2	2	-14
O=C(N/N=C/c1ccc(N2CCOCC2)cc1)C1COc2ccccc2O1 (stereo not given)	7	-281	-54	-16	1	-0.8	-24	-3	5
COc1ccc(NC(=O)CCS(=O)(=O)c2cccc3nonc23)cc1	9	-8	-32	6	-1	4.7	-2	-9	-10
CCCC(=O)N1CCN(c2ccc(NC(=O)c3cccs3)cc2)CC1	4&8	-17	-27&11	14	4	14	-9	-5	18
N#C/C(=C\c1cccnc1)C(=O)NC1CCCCC1	7	1	1	-3	-1	1.0	1	1	3
O=C(COC(=O)Cn1c(C(F)(F)F)nc2ccccc21)Nc1ccc2c(c1)OCCO2	6	-4	19	2	-4[fluorescence artefact?]	0.4	-3	9	0
CCn1c(=O)c(C(=O)CN2CCCc3ccccc32)c(N)n(Cc2ccccc2)c1=O	6	-42	9	2	0	0.7	0	1	1
CCC(C)C(=O)Nc1nc(-c2ccc3c(c2)NC(=O)CO3)cs1 (stereo not given)	12&1	22	-66&-45	3	0	0.9	-2	14	1
Cn1cccc1CC(=O)N/N=C\c1ccccc1	6	13	15	-9	0	2.5	0	-10	21
O=C(Nc1cccnc1)c1cccc(NC(=O)c2ccco2)c1	4	-15	22	3	-4	13	1	-8	2
O=C(CCNC(=O)c1ccc(Br)o1)NCc1ccccc1Cl	7	15	-3	-1	-4	0.1	-3	-12	0
Cc1ccc2nc(N(CCCN(C)C)C(=O)CCc3ccccc3)sc2c1	9	-20	-6	-1	2[fluorescence artefact?]	1.8	5	1	0
COC(=O)C(C(=O)Nc1ccc(OC)cc1)C1CCCCCC1 (stereo not given)	9	15	-16	-14	-3	0.1	16	1	7
Clc1ccc2c(N/N=C/c3ccc(Br)cc3)ccnc2c1	8	-8	-38	12	17[fluorescence artefact?]	1.4	-4	46	16
COc1ccc(CC(=O)NCc2nnc(SCC(=O)Nc3ccccc3)n2C)cc1	4	25	30	·	1	0.9	-1	1	-5
c1ccc(OCc2nn3c(-c4ccncc4)nnc3s2)cc1	6	5	11	-11	2[fluorescence artefact?]	1.5	-3	15[fluorescence artefact?]	-9
COc1ccc(CN(C(=O)Cn2nnc(-c3ccc(C)o3)n2)C(C(=O)NCC2CCCO2)c2ccco2)cc1 (stereo not given)	9	1	-27	6	2	-0.4	-9	-12	27
O=C(O)c1[nH]c2ccc([N+](=O)[O-])cc2c1-c1ccccc1	7	-3	-9	-1	1	0.7	-2	0	15
CCOC(=O)c1nn(-c2ccc(Cl)cc2)cc1O	9	-37	12	3	0	1.7	-17	5	16
COC(=O)C1=C(C(=O)OC)[C@@H]2N(C)c3ccc(OC)cc3[C@@]23C[C@@H](C(=O)OC)N(S(=O)(=O)c2ccc(OC)cc2)C3=N1	18	-18	8	3	4	-1.1	-26	0	13
CCC(=Nc1ccccc1)C1=C(O)CC(C)(C)CC1=O	7	23	19	6	0	-0.1	-2	-10	-2
N#CCCn1cc(/C=C/C(=O)O)c(-c2ccc(F)cc2)n1	4	-32	27	17	6	6.1	0	-13	24
CCN1CCN(c2cc(=O)n(-c3cc(Cl)ccc3C)c(=O)[nH]2)CC1	9	12	35	6	10	-0.1	19	-12	0
COc1ccc(-c2n(CC(=O)OC3CC(C)CCC3C(C)C)c3ccccc3[n+]2C)cc1 (stereo not given)	17	-34	-58	-38	-1	11	7	-5	25
CC(=O)c1c(C)[nH]c(C(=O)NCCC2=CCCCC2)c1C	22	-67	7	-8	-8[fluorescence artefact?]	0.3	3	-5	2
CC(C)(CO)NS(=O)(=O)c1ccc2c(c1)C(=NO)c1cc(S(=O)(=O)NC(C)(C)CO)ccc1-2	20	-103	-24	-4	0	-1.7	1	-2	15
C=CCNc1ncnc2c1[nH]c1ccc(C)cc12	24	-157	-50	2	2	29	-6	13	3
CCCc1nnc2n1N=C(c1ccc(-c3cc(Cl)ccc3Cl)o1)CS2	10	8	44	-11	4	-0.1	-7	11[fluorescence artefact?]	2
Cc1ccc(NC(=O)c2cn(-c3cccc(C)n3)cn2)cc1	8	2	-10	1	-4	0.7	8	1	1
O=C(c1ccc2c(c1)N(Cc1ccc(F)cc1)C(=O)c1ccccc1S2(=O)=O)N1CCN(c2ccccn2)CC1	10	-74	-11	3	-3	-1.0	-12	-4	13

Some entries already given, reduced to Tb hexokinase.
| compound | Tb hexokinase |
| --- | --- |
| CCC(=Nc1ccccc1)C1=C(O)CC(C)(C)CC1=O | -2 |
| CCCc1nnc2n1N=C(c1ccc(-c3cc(Cl)ccc3Cl)o1)CS2 | -7 |
| CCOC(=O)c1nn(-c2ccc(Cl)cc2)cc1O | -17 |

Next structures:
SMILES	PGE2 EP2 inh	m-calpain inh	EP2 mod	Rad51 HR inh	eIF4E 4G PPI	L929 necroptosis	Tb hexokinase	14-3-3 Bad PPI	Hck-Nef inh
COc1ccc(N(C(C)C(=O)NN=C2CCCC2)S(C)(=O)=O)cc1 (stereo not given)	5	-20	26	·	0	0.5	-8	-3	3
Cc1ccc(S(=O)(=O)Cn2nnnc2CN2CCCC3(CCCCC3)C2)cc1	5	28	11	0	7	0.1	6	-7	1
Nc1c(C(=O)NCc2ccc3c(c2)OCO3)nnn1Cc1ccc(Br)cc1	1	6	-7	-12	-2	-0.2	-5	10	19
Cn1c(SCC(=O)c2cc(Cl)c(Cl)s2)nnc1-c1ccco1	17	15	-12	4	2	-0.5	6	0	-109
COc1ccc(-n2c(COc3ccccc3)nnc2SCC(N)=O)cc1	11	22	-6	-4	6	2.0	6	-8[fluorescence artefact?]	0
COc1cc(CNCc2ccccc2C(F)(F)F)cc(OC)c1	0	26	-56	0	3	1.2	-2	25	-22
CCCCN(CC)c1nc(N)c(C#N)c(CC#N)c1C#N	12	-33	-2	-7	6[fluorescence artefact?]	-1.2	-27	1	-1
COc1ccc(CCN(C(=O)C(F)(F)F)C(C(=O)NC2CCCCC2)c2cccs2)cc1 (stereo not given)	2	30	21	-3	4	0.4	8	4	1
Oc1ccccc1CN1CCCN(Cc2ccccc2O)C1	11	27	7	-9	-5	4.4	4	14	1
CCOC(=O)C1CCCN(c2c(N3CCN(c4ccccn4)CC3)c(=O)c2=O)C1 (stereo not given)	17	9	26	-4	6	0.0	-15	-2	-3
FC(F)(F)c1nnc2ccc(N3CCCCCC3)nn12	8	5	-8	4	0	0.1	-5	11	0
COc1ccc(Oc2ccc(C(F)(F)F)cc2N)cc1	13	16	11	17	-3	0.1	-2	-3	14
O=C(COc1ccccc1Cl)Nc1cnn(Cc2ccccc2)c1	11	-8	-30	4	-8	0.7	0	0	3
COc1ccc(C2Nc3ccccc3C(=O)N2c2ccccc2)cc1COc1ccccn1 (stereo not given)	5	i	24	-8	2	-0.4	-6	-2	2
O=C(NCC1CCCO1)C1c2ccccc2Oc2ccccc21 (stereo not given)	14	-22	14	5	1	0.3	-2	-4	17

A draw from above in order of molar mass, ascending:
SMILES	PGE2 EP2 inh	m-calpain inh	EP2 mod	Rad51 HR inh	eIF4E 4G PPI	L929 necroptosis	Tb hexokinase	14-3-3 Bad PPI	Hck-Nef inh
CCCCN(CC)c1nc(N)c(C#N)c(CC#N)c1C#N	12	-33	-2	-7	6[fluorescence artefact?]	-1.2	-27	1	-1
O=C(NCC1CCCO1)C1c2ccccc2Oc2ccccc21 (stereo not given)	14	-22	14	5	1	0.3	-2	-4	17
CCOC(=O)C1CCCN(c2c(N3CCN(c4ccccn4)CC3)c(=O)c2=O)C1 (stereo not given)	17	9	26	-4	6	0.0	-15	-2	-3
COc1ccc(C2Nc3ccccc3C(=O)N2c2ccccc2)cc1COc1ccccn1 (stereo not given)	5	i	24	-8	2	-0.4	-6	-2	2

Next section.
SMILES	PGE2 EP2 inh	m-calpain inh	EP2 mod	Rad51 HR inh	eIF4E 4G PPI	L929 necroptosis	Tb hexokinase	14-3-3 Bad PPI	Hck-Nef inh
COc1ccc(N2C(=O)C(CC(=O)Nc3ccc(F)cc3)N(CCc3ccc(OC)c(OC)c3)C2=O)cc1 (stereo not given)	5	28	-20	-3	3	-0.6	16	-6	26
CC(C)CCN1CCN(CC#Cc2ccccc2)CC1CCO (stereo not given)	5	-18	-26	-7	-3	0.1	4	-9	19
O=C(Nc1cc(Cl)ccc1Cl)c1ccc(OC(=O)c2ccco2)cc1	10	9	10	9	4	1.5	-5	-4	-1
COC(=O)c1sc(C(C)(C)C)cc1CSc1ccccc1	17	11	18	0	-2	0.3	17	-3	2
Cc1ccc(S(=O)(=O)/N=S(\C)CC2CC2(Cl)Cl)cc1 (stereo not given)	8	-30	7	-3	-4	-0.3	-7	12	-1
CCOC(=O)C1=C(C)C(c2ccc(OC)cc2)NC(=S)N1 (stereo not given)	2	9	17	6	-1	-0.3	-11	-10	0
Cc1c(C(=O)N2CCc3ccccc3C2)sc2nc(-c3ccccc3)cn12	1	-9	-17	5	3	1.2	-9	9	11
COc1cc(C)ccc1S(=O)(=O)N1CCCCCC1	9&8	32	6&-29	-3	0	-0.9	5	5	24
O=C(COc1cccc([N+](=O)[O-])c1)N/N=C/c1ccco1	5	-30	4	7	6	0.4	-6	-13	22
COc1ccccc1OCCOc1ccc(/C=N/n2cnnc2)cc1	21	0	-11	-20	-9	0.1	-6	1	3
Cc1ccc(NC(=O)c2ccc([N+](=O)[O-])cc2Cl)nc1	7	-6	32	·	2	-0.1	-1	16[fluorescence artefact?]	1
COc1cccc(Cn2c(Oc3cccc(C)c3)nc3c2c(=O)n(C)c(=O)n3C)c1	11	14	20	5	8	-0.4	2	5	1
CC1CCc2c(nc3sc4c(c3c2N)CCCC4)C1 (stereo not given)	9	-6	-77	·	3	0.4	2	-16	5
O=C(NOC(=O)c1cc(Br)ccc1Cl)c1cccs1	8	-15	21	3	-5[fluorescence artefact?]	0.3	3	13[fluorescence artefact?]	0
Clc1ncn(CCOc2ccccc2)c1Cl	8&16	-4	14&21	1	2	22	-7	-10	18
COC(=O)c1cc(OC)c(OC)cc1NC(=S)N1CCN(Cc2ccccc2)CC1	-1	0	2	-3	-13[fluorescence artefact?]	0.7	-8	1[fluorescence artefact?]	-1
O=C(COC(=O)Cc1c[nH]c2ccccc12)NC1CCCCC1	4	28	-11	-5	-2	-0.8	7	-1	11
Cc1nn(-c2ccccc2)c2[nH]c(C(F)(F)F)cc(=O)c12	14	-166	-4	0	13	0.2	-7	12	1
CCN(CC)C(=O)Cn1cc(C(=O)C(=O)NCCCn2ccnc2)c2ccccc21	14	-28	17	3	-1	2.5	-12	-13	22
Cc1nc2cc(Cl)ccc2n1-c1ccccc1	6	0	20	2	-4	-0.3	-5	67	1
O=C(O)c1oc2ccccc2c1-n1cccc1	8	-11	28	-5	-5	-0.1	8	37	-1
COc1ccc(F)cc1C(=O)C1CCCN(Cc2cn(C)c3ccccc23)C1 (stereo not given)	15	13	-42	-7	-3	-2.1	3	0	15
O=C(CSc1nc2ccccc2c(=O)n1-c1ccccc1)N1CCCc2ccccc21	2	-7	-8	-2	-4	0.4	-3	9[fluorescence artefact?]	5
COC(=O)C1c2ccccc2-c2ccccc21	11	19	-4	-13	2	-1.1	5	78*	22
Nc1nc(SCc2ccccc2Cl)nc2nc3c(cc12)CCCC3	8	-6	3	1	2	0.3	4	13	0
COc1cccc(CNc2ccc3c(c2)ncn3C(C)C)c1OC	15	-5	-1	-3	0	-0.1	-9	-3	23
COc1ccc(COn2c(=O)c(C)[n+]([O-])c3ccccc32)cc1OC	7	-28	15	-1	0	0.0	-16	2	1
